Assay outcomes: PubChem, National Center for Advancing Translational Sciences (NCATS)
FEN1 inhibitor = qHTS Assay for the Inhibitors of Human Flap endonuclease 1 (FEN1); 390,000 compounds, 0.35% hits; Recombinant FEN1 flap cleavage, fluorescence, 15 min; P39748; Potency, µM (doses to about 114 µM), for inactives: at the highest dose activity change, negative = inhibition, hits mostly inhibitors; AID 588795, 2011; also: nearly all actives have a fitted effect of over 65% in size
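Potency values derive from four-parameter Hill fits of normalized qHTS data. The reaction used 10 nM FEN1 preincubated 15 min at room temperature with compound, then 50 nM DNA substrate, read at 0 and 15 min.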
N370S GC = qHTS Assay for Inhibitors and Activators of N370S glucocerebrosidase as a Potential Chaperone Treatment of Gaucher Disease; Lysosomal acid glucosylceramidase (Homo sapiens), P04062; Potency, µM (top dose mostly 59.4 µM), without a hit: at the highest dose activity change, negative = inhibition, usual class: inhibitors; 330,000 compounds, 0.092% hits; AID 2101, 2009; N370S GC spleen homogenate, 4MU-glucoside fluorescence;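 also: 0% = full enzyme activity and -100% = no enzyme basal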
KAT2A inh = qHTS Assay for Inhibitors of GCN5L2; GCN5L2 HAT assay, ThioGlo1 CoA-SH fluorescence; 390,000 compounds, 0.21% hits; Histone acetyltransferase KAT2A (Homo sapiens), Q92830; Potency, µM (highest dose often 58.9 µM), inactives show top-dose activity change, negative = inhibition, most hits filed as inhibitors
Target sequence (Q92830 whole entry, looked up): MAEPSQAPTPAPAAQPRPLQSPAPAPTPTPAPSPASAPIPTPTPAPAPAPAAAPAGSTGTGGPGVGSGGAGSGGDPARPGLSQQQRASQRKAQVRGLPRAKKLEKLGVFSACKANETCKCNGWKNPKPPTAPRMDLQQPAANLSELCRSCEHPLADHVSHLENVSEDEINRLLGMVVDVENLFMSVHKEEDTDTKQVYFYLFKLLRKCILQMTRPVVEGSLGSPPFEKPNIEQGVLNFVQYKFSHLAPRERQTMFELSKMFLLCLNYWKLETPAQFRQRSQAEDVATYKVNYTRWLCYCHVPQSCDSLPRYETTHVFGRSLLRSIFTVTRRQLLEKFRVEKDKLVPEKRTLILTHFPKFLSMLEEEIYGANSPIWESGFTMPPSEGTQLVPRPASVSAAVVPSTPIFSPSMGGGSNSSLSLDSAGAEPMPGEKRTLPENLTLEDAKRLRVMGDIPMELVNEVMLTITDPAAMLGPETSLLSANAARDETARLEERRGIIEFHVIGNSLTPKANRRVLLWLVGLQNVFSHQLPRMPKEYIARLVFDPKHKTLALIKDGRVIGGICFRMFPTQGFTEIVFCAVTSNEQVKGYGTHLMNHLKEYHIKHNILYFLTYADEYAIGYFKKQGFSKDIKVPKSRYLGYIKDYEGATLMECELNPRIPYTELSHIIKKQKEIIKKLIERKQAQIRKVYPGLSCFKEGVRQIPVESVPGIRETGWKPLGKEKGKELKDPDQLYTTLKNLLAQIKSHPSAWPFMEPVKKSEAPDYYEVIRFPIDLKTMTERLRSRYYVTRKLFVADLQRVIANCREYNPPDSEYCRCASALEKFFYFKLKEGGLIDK
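Free CoA generated was detected with ThioGlo1 (50uM) fluorescence at Ex340nm/Em540nm, read immediately and after 20 min at room temperature. Enzyme, 20 nM in HEPES pH 7.5 buffer, saw compounds 15 min before adding 75uM H3(1-25) peptide and 70uM acetyl-CoA.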
* marks the source's active call; other numbers are inactive results; ? = inconclusive; · = no result given; & = joins results of further samples; [ ] = another dose, or the depositor's remark. Calls follow the shape of the dose curve; as a rule, active = well fitted curve in the direction sought with a large enough effect; inconclusive = small, poorly fitted or top-dose-only effect, or another doubt; inactive = no such curve, though single readings can be large; an effect the other way counts as inactive or inconclusive. Unless noted, % is scaled to controls: 0 for no effect and ±100 for the full control effect; potency is read from the fitted curve at half-maximal effect.

SMILES	FEN1 inhibitor	N370S GC	KAT2A inh
Cc1ccc(NC(=O)C2CC2c2ccccc2)cc1 (stereo not given)	-9%	9%	-2%
O=c1c2ccccc2nc(-c2ccccc2)n1CCCn1ccnc1	6%	-20%	0%
COc1ccc(OC)c(NC(=O)CN(c2ccc(C(C)C)cc2)S(=O)(=O)c2c(C)noc2C)c1	-16%	21%	-11%
C=CCn1c(CSCc2ccc(F)cc2)n[nH]c1=S	-5%	2%	-14%
COc1ccc2nc(NC(=O)c3ccc4ncsc4c3)sc2c1	3%	0%	?
COc1cccc(N2CCN(C(=O)Cn3c(=O)oc4ccccc43)CC2)c1	-3%	-3%	-1%
O=C(Cc1ccc2c(c1)OCCO2)N1CCN(c2ccccc2)CC1	42%	2%	0%
CC(C)(C)C(=O)N1CCCC1C(=O)O (stereo not given)	1%	?	-2%
COc1ccc(C(=O)C2CCN(C(=S)NCC3CCCO3)CC2)cc1 (stereo not given)	-2%	0%	-4%
COc1ccccc1NC(=O)CC(=O)c1ccccc1	-4%	3%	-19%
CCN(CC)S(=O)(=O)c1ccc(Oc2ccccc2OC)cc1	6%	4%	4%
OC(CNCCc1ccccc1)c1ccccc1 (stereo not given)	-12%	2%	-7%
Cc1c(C)n(CC(O)CN(CCO)CCO)c2ccccc12 (stereo not given)	-10%	-14%	-11%
CCCCOC1(c2ccccc2)NC(=S)NN=C1c1ccccc1 (stereo not given)	·	-11%	-8%[0.501 µM]
CC(Sc1nnc2ccccn12)C(=O)N1CCc2ccccc2C1 (stereo not given)	3%	21%	-10%
CCOC(=O)c1cc(-c2ccc(OC)cc2)n(CCC(=O)NC2CCN(Cc3ccccc3)CC2)c1C	-20%	-10%	-6%
Cc1cc(-n2c(C)cc(C(=O)COc3ccc(F)c(F)c3)c2C)no1	0%	·	-6%
O=C(NC1CCCCCCC1)c1ccc2c(c1)N(Cc1ccc(F)cc1)C(=O)CS2=O (stereo not given)	-9%	10%	-2%
Cc1ccc(S(=O)(=O)CCc2nnc(NC(=O)c3ccco3)s2)cc1	-1%	2%	2%
COc1ccc(N(Cc2cc3cccc(C)c3[nH]c2=O)S(=O)(=O)c2ccc(OC)cc2)cc1	-4%	-3%	-7%
CCc1ccc(S(=O)(=O)NCc2csc(-c3ccccc3)n2)s1	3%	?	-9%
CCN(CC)c1ccc(/C=N/NC(=S)NC)c(O)c1	12%	-4%	-13%
COC(=O)c1ccc(NC(=O)Cn2nc(C)cc2C)cc1	13%	3%	-3%
CC12CC3(C)CC(C)(C1)CC(C(=O)NCCc1ccc(S(N)(=O)=O)cc1)(C2)C3	3%	-14%	0%
COc1ccc2oc(=O)c(-c3nc4ccc(C)cc4[nH]3)cc2c1	1%	·	-6%
O=C(O)c1ccc(Oc2c(C(F)(F)F)oc3cc(O)ccc3c2=O)cc1	3%	-2%	-2%
CCn1cc(C(=O)N2CCCC(N3CCN(c4cccc(C(F)(F)F)c4)CC3)C2)cn1 (stereo not given)	-4%	-19%	-3%
COC(=O)[C@]1(Cc2ccccc2)N[C@H](CN(C)S(=O)(=O)c2ccc(C(C)(C)C)cc2)[C@@H]2C(=O)N(Cc3ccccc3)C(=O)[C@@H]21	11%	·	-3%
COc1ccc(Cc2noc(-c3ccccc3)n2)cc1OC	-9%	-5%	0%
Cc1csc(SCC(=O)NC(=O)C2CCCCC2)n1	22%	0%	-13%
Cc1ccc(S(=O)(=O)N(CC(=O)N2CCC(C)CC2)c2cccc(C)c2)cc1	5%	10%	-6%
Cc1ccc(C(=O)NNC(=O)c2ccncc2)cc1S(=O)(=O)N1CCCCC1	0%	-4%	-1%
COc1ccc(CCNC(=O)CCCn2c(=O)[nH]c3cc(OC)c(OC)cc3c2=O)cc1OC	-1%	1%	-3%
CCc1ccc(C(=O)NNC(=O)c2ccc(OCC(=O)N3CCOCC3)c(OC)c2)cc1	-3%	·	0%
O=C(Cc1ccc(-n2cccc2)cc1)NCc1cccs1	-1%	-2%	-4%
NS(=O)(=O)c1cccc(NC(=O)COC(=O)CCC(=O)c2cccs2)c1	-16%	·	2%
Cc1ccc(N2N=C(c3ccc(Br)cc3)CCC2=O)cc1	-14%	-1%	-23%
Cc1ccc(CNC(=O)CS(=O)CC(=O)O)cc1 (stereo not given)	2%	·	1%
Cc1nc(N2CCCC2)c2c(C(=O)N3CCN(c4ccc(F)cc4)CC3)c(C)oc2n1	10%	·	-6%
COc1ccc(CCNC(=O)C(=O)NCC2OCCN2S(=O)(=O)c2ccc3c(c2)OCCO3)cc1OC (stereo not given)	16%	-3%	-13%
CCOC(=O)c1ccc(CNC(=O)C2CCC(=O)N(CCc3ccccc3)C2)o1 (stereo not given)	29%	0%	9%
COc1cc(/C=C/C(=O)O)cc(S(=O)(=O)Nc2ccc3cn[nH]c3c2)c1OC	2%	·	-7%
COc1cccc(C(O)c2cnc(C(C)C)n2C)c1OC (stereo not given)	-2%	3%	-2%
COCCCn1c(=S)[nH]c2sc3c(c2c1=O)CCCC3	17%	-6%	-14%
Cc1ccc(S(=O)(=O)NNC(=O)C2CCCCC2)cc1	-2%	1%	-13%

6 of the compounds above, with two lines to a compound.
Under each structure – FEN1 inhibitor | N370S GC | KAT2A inh
CCOC(=O)c1ccc(CNC(=O)C2CCC(=O)N(CCc3ccccc3)C2)o1 (stereo not given)
    29% | 0% | 9%
Cc1nc(N2CCCC2)c2c(C(=O)N3CCN(c4ccc(F)cc4)CC3)c(C)oc2n1
    10% | · | -6%
Cc1ccc(N2N=C(c3ccc(Br)cc3)CCC2=O)cc1
    -14% | -1% | -23%
Cc1ccc(CNC(=O)CS(=O)CC(=O)O)cc1 (stereo not given)
    2% | · | 1%
COc1cc(/C=C/C(=O)O)cc(S(=O)(=O)Nc2ccc3cn[nH]c3c2)c1OC
    2% | · | -7%
Cc1ccc(C(=O)NNC(=O)c2ccncc2)cc1S(=O)(=O)N1CCCCC1
    0% | -4% | -1%

(continued)
SMILES	FEN1 inhibitor	N370S GC	KAT2A inh
CCOC(=O)c1ccccc1NC(=O)c1cccc([N+](=O)[O-])c1	-2%	9%	-2%
CCCN1CCN(C(=O)c2cc3c(s2)-c2ccccc2S(=O)(=O)C3)CC1	·	-8%	2%
COc1ccc(-c2noc(CCC(=O)Nc3ccccc3Cl)n2)cc1OC	4%	·	-5%
CN(c1ccc(C(=O)Nc2ccccc2C(=O)N2CCOCC2)cc1)S(C)(=O)=O	-1%	2%	1%
Cc1onc(-c2ccccc2)c1CNS(=O)(=O)c1ccccc1	12%	-24%	0%
O=C(CSc1nc2[nH]ncc2c(=O)[nH]1)c1ccc(Cl)cc1	·	4%	0%
COc1ccccc1C(=O)NCCC(=O)NN1C(=O)NC2(CCCCC2)C1=O	-5%	-3%	-18%
COc1ccc(CCC(=O)Nc2ccc(C)c([N+](=O)[O-])c2)cc1	-4%	2%	-5%
Cc1ccc(O)c(C(=O)CC(=O)c2ccccc2Cl)c1	-18%	-4%	-2%
COc1ccc(N2CC(C(=O)NCc3cccnc3)CC2=O)cc1 (stereo not given)	-2%	14%[2.35 µM]	-5%
Cc1ccc(-c2nc(C)sc2CC(=O)O)cc1	9%	-2%	-5%
COc1ccc(-c2csc(C3=C(O)CN(CCCN4CCCC4=O)C3=N)n2)cc1OC	-7%	12%	-5%
COc1ccc(C(=O)COC(=O)c2nc3nccc(C)n3n2)cc1F	-6%	·	-3%
O=C(Oc1cccc(C(=S)N2CCOCC2)c1)c1ccc([N+](=O)[O-])cc1[N+](=O)[O-]	-1%	-7%	-10%
Clc1ccc(Cn2nc(-c3ccccc3)nc2-c2ccccc2)cc1	-6%	13%	-6%

A draw from above in order of molecular weight, smallest number first:
SMILES	FEN1 inhibitor	N370S GC	KAT2A inh
COc1ccc(CCC(=O)Nc2ccc(C)c([N+](=O)[O-])c2)cc1	-4%	2%	-5%
COc1ccc(N2CC(C(=O)NCc3cccnc3)CC2=O)cc1 (stereo not given)	-2%	14%[2.35 µM]	-5%
COc1ccccc1C(=O)NCCC(=O)NN1C(=O)NC2(CCCCC2)C1=O	-5%	-3%	-18%
CCCN1CCN(C(=O)c2cc3c(s2)-c2ccccc2S(=O)(=O)C3)CC1	·	-8%	2%

Next section
SMILES	FEN1 inhibitor	N370S GC	KAT2A inh
CCC(C(=O)N1CCN(c2cc(C)ccc2C)CC1)n1nc(C)n2c(cc3occc32)c1=O (stereo not given)	-7%	·	-9%
CCOC(=O)c1c(S(=O)(=O)Nc2ccc(F)cc2C)c(C)n(C)c1C	-8%	7%	-2%
Cn1c(SCC(=O)NCC2CCCO2)ncc(C(=O)Nc2ccccc2)c1=O (stereo not given)	7%	-3%	-4%
Cc1cc(C)cc(OCCSc2nc3ccc(NC(=O)c4ccc5c(c4)OCO5)cc3s2)c1	-14%	·	-7%
COCCN(CCOC)c1nc(-c2ccc([N+](=O)[O-])cc2)nc2ccccc12	-7%	2%	-1%
COc1ccc(N2CCN(C(=O)C(=O)c3c[nH]c4ccccc34)CC2)cc1	-15%	-22%	-21%
Cc1ccc(-c2nnc(SCC(=O)NC3CC3)n2N)cc1	8%	14%	-14%
O=C(COC(=O)CCS(=O)(=O)c1ccc(Cl)cc1)NC1CCCCC1	?	-1%	-16%
Cn1c(CCN2CCCC2)nc2cc(NS(=O)(=O)c3ccc(Cl)cc3)ccc21	3%	-9%	-1%
Cc1ccc(-c2nn3c(=O)cc(CN4CCN(C(=O)Nc5cccc(C(F)(F)F)c5)CC4)nc3s2)cc1	-5%	·	-1%
CC(OC(=O)c1ccc(Cl)nc1)C(=O)NC1(C#N)CCCCC1 (stereo not given)	-4%	-4%	1%
COCCNc1ncnc2ccc(-c3ccccc3C)cc12	·	8%	?
C#CCn1c(S(=O)(=O)Cc2ccc(C)cc2)nc(-c2ccccc2)c1-c1ccccc1	-24%&-18%	10%	-2%
CN(C)S(=O)(=O)N1CCC(Oc2ccc(C(=O)NCc3cnn(C)c3)cc2)CC1	1%	-15%	-1%
O=C(O)c1ccc(N/N=C/c2cccc(F)c2)cc1	-5%	-6%	-13%

7 compounds from above, ordered by the value under N370S GC, rising:
SMILES,N370S GC,KAT2A inh
CC12CC3(C)CC(C)(C1)CC(C(=O)NCCc1ccc(S(N)(=O)=O)cc1)(C2)C3,-14%,0%
CCCN1CCN(C(=O)c2cc3c(s2)-c2ccccc2S(=O)(=O)C3)CC1,-8%,2%
Cc1ccc(C(=O)NNC(=O)c2ccncc2)cc1S(=O)(=O)N1CCCCC1,-4%,-1%
O=C(O)c1ccc(Oc2c(C(F)(F)F)oc3cc(O)ccc3c2=O)cc1,-2%,-2%
Cc1csc(SCC(=O)NC(=O)C2CCCCC2)n1,0%,-13%
COc1ccc(CCNC(=O)CCCn2c(=O)[nH]c3cc(OC)c(OC)cc3c2=O)cc1OC,1%,-3%
O=C(CSc1nc2[nH]ncc2c(=O)[nH]1)c1ccc(Cl)cc1,4%,0%

Next part.
SMILES	FEN1 inhibitor	N370S GC	KAT2A inh
O=C(CCNS(=O)(=O)c1ccccc1C(F)(F)F)NCCCN1CCOCC1	-1%	·	3%
Cc1cc(C)n(-c2nc(SCC(=O)N3CCCC3)c3c4c(sc3n2)CCCC4)n1	-9%	?	3%
Clc1cccc(C=NC=Nc2cccc(Cl)c2)c1	·	2%	-17%
CNS(=O)(=O)c1cccc(C(=O)OCc2cc(=O)oc3c(C)c(O)ccc23)c1	-21%	-22%	-9%
CC(C)(CC(=O)OCC(=O)Nc1ccc(F)c(Cl)c1)CC1=NS(=O)(=O)c2ccccc2N1	-10%	·	-3%
Cc1ccc2[nH]c3c(c2c1)CCc1cn[nH]c1-3	-10%	5%	-8%
COc1ccc2c(c1)C(=O)CC(c1ccccc1F)O2 (stereo not given)	-13%	-18%	-5%

Looked up by compound from the list above:
SMILES	FEN1 inhibitor	N370S GC	KAT2A inh
Clc1cccc(C=NC=Nc2cccc(Cl)c2)c1	·	2%	-17%
Cc1ccc2[nH]c3c(c2c1)CCc1cn[nH]c1-3	-10%	5%	-8%
O=C(CCNS(=O)(=O)c1ccccc1C(F)(F)F)NCCCN1CCOCC1	-1%	·	3%

Some of the compounds tested; rates above refer to the full screens.
